ERG Ets-DNA blk: qHTS for Small Molecule Inhibitors of the ERG Ets/DNA interaction; Transcriptional regulator ERG (Homo sapiens), P11308; 0.028% of 370,000 active; Potency, µM (doses to about 76.9 µM), for inactives: top-dose FP activity, negative = inhibition, hits mostly inhibitors; AID 624246, 2012; fluorescence polarization, His-ERG Ets domain / labelled DNA; active = well fitted inhibition curve with a large enough effect in the polarisation, with a control signal flat; inconclusive = small, poorly fitted or top-dose-only effect, or effect the other way, or a change in a side signal; inactive = no such curve, though single readings can be large or run the other way; the % refers to the polarisation;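 note: polarization taken with two DNA probes labelled with fluorescein and Texas red; potency is the fitted concentration of half-maximal effect; % of control where 0% means no effect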
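His-tagged ERG Ets domain (1 uM in the protein solution; 300mM KCl, 50mM Tris-HCl, 1mM EDTA, 1mM DTT, pH 7.5) received compound, then a probe mix of 5 nM fluorescein-DNA and 100nM Texas-615-DNA. Fluorescence polarization was read for both dyes.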
Anesthetic bind: qHTS Assay for Identification of Novel General Anesthetics | Ferritin light chain (Equus caballus), P02791 | apoferritin/1-aminoanthracene competitive binding, fluorescence | Potency, µM (series often up to 77.5 µM), for inactives: at the highest dose activity change, negative = displacement, hits mostly inhibitors | 0.074% of 350,000 active | AID 485281, 2010; note: potency is the fitted concentration of half-maximal effect; % is set by controls: 0 for no effect and ±100 for the full control effect; nearly all actives have a fitted effect of over 20% in size
Target sequence (P02791 2-175 limits assumed): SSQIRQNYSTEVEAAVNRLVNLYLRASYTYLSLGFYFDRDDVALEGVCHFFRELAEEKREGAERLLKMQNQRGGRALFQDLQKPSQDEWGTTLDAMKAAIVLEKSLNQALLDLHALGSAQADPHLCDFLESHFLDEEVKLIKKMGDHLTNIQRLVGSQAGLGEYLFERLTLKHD
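Horse-spleen apoferritin (10 uM) in 50% saturated 1-aminoanthracene in PBS was incubated 10 min at room temperature with compound. Fluorescence (ex 380, em 535 nm) was normalized to free and bound 1-AMA, with concentration-response fitted by a four-parameter Hill equation.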
POLI inh: qHTS for Inhibitors of Polymerase Iota | Pol iota fluorescent replication assay, 10 min | Potency, µM (doses to about 115 µM), inactives show top-dose activity, negative = inhibition, actives largely listed as inhibitors | 1% of 390,000 active | AID 588590, 2011; note: potency is the fitted concentration of half-maximal effect
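Pol iota at 10 nM preincubated 15 min with compounds at room temperature; reaction started with fluorescent substrate, 50 nM final. Fluorescence read kinetically at 0 and 10 min; buffer-only wells as negative control.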
BLM helicase inh: qHTS Assay for Inhibitors of Bloom's syndrome helicase (BLM); RecQ-like DNA helicase BLM (Homo sapiens), P54132; recombinant BLM DNA unwinding, fluorescence dequenching; Potency, µM (series often up to 56.1 µM), without a hit: top-dose activity change, negative = inhibition, hits mostly inhibitors; 0.2% of 350,000 active;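 note: potency is the fitted concentration of half-maximal effect; plate controls were vehicle for no effect and no enzyme for full effect; nearly all actives have a fitted effect of over 35% in size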
ALOX12 inh: Primary qHTS assay for inhibitors of human arachidonate 12S-lipoxygenase (ALOX12): Round 2 | Polyunsaturated fatty acid lipoxygenase ALOX12 (Homo sapiens), P18054 | purified 12hLO, xylenol orange hydroperoxide absorbance | Potency, µM (doses to about 108 µM), for inactives: at the top dose activity change, negative = inhibition, actives largely listed as inhibitors | 1.1% of 580,000 active | AID 1671190, 2021; note: potency is the fitted concentration of half-maximal effect; % is set by controls: 0 for no effect and ±100 for the full control effect
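Hydroperoxide product was detected by ferrous iron/xylenol orange as the 573 to 405 nm absorbance ratio. Arachidonic acid at 40 uM (final) was turned over for 30 min at room temperature by 150 nM human 12hLO, pH 7.0 Hepes buffer, after 15 min compound preincubation.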
Pol kappa inh: qHTS for Inhibitors of Polymerase Kappa. DNA polymerase kappa (Homo sapiens), Q9UBT6. purified Pol kappa, fluorescent DNA synthesis assay, 10 min. Potency, µM (doses to about 107 µM), for the others: top-dose activity, negative = inhibition, actives largely listed as inhibitors. 0.53% of 400,000 active. AID 588579, 2011; note: potency is the fitted concentration of half-maximal effect; % is set by controls: 0 for no effect and ±100 for the full control effect
Target sequence (Q9UBT6 whole entry, looked up): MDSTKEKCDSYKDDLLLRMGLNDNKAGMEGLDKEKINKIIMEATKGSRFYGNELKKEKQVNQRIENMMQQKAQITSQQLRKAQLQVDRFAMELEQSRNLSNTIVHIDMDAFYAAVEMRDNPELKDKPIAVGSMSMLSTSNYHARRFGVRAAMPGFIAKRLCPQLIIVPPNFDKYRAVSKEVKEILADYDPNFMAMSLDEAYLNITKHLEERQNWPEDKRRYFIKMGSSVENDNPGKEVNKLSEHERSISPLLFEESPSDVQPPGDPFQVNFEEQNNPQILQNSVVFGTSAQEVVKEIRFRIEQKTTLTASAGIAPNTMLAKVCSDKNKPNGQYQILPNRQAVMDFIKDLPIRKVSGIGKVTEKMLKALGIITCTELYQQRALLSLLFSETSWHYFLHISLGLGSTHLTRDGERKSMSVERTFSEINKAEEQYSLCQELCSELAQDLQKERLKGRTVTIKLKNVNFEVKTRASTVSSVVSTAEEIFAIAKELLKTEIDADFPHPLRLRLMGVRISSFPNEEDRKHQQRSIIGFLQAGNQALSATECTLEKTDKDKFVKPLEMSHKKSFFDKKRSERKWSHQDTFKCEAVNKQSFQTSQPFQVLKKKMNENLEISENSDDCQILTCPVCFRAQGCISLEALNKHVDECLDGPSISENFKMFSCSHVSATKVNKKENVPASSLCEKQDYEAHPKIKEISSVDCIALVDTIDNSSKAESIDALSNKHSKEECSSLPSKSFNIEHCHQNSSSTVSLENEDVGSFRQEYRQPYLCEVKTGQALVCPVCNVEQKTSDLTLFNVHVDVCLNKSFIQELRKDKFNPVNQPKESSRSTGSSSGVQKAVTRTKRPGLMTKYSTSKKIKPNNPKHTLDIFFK
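Readout: fluorescence, taken kinetically at 0 and 10 min. Conditions: 10 nM Pol kappa, 15 min RT compound preincubation, 50 nM substrate final. Controls: enzyme-free buffer wells.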
APE1 inh: qHTS Assay for Inhibitors of the Human Apurinic/apyrimidinic Endonuclease 1 (APE1); DNA repair nuclease/redox regulator APEX1 (Homo sapiens), P27695; recombinant APE1, TAMRA/BHQ-2 abasic DNA cleavage fluorescence; Potency, µM (highest dose often 65.8 µM), for the others: at the highest dose activity change, negative = inhibition, usual class: inhibitors; 0.35% of 350,000 active; AID 2517, 2012;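 note: potency is the fitted concentration of half-maximal effect; plate controls were vehicle for no effect and reference inhibitor for full effect; nearly all actives have a fitted effect of over 55% in size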
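Substrate: short duplex with […] THF abasic site, 5'-TAMRA and 3'-BHQ-2, 50 nM final. APE1 at 0.75 nM, preincubated 15 min RT with compound. Fluorescence increase from first to third read measured activity.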
TRHR agonist: qHTS for Small Molecule Agonists and Allosteric Enhancers of Human TRH Receptor: Primary Screen for Agonists; Thyrotropin-releasing hormone receptor (Homo sapiens), P34981; TRHR cells, calcium flux fluo-8, FDSS agonist mode; activation, % at 2 µM; 0.18% of 360,000 active; in the data active = activation above about 30%; note: 0% is about no effect
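In this calcium-flux screen, cells bearing human TRHR are dye-loaded with fluo-8, baselined for 10 cycles, then exposed to library compounds; positive kinetic calcium responses during the agonist phase mark hits, with TRH as control.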
Pol beta inh: qHTS Assay for Inhibitors of DNA Polymerase Beta; P06746; Potency, µM (titrated, usually from 114 µM), inactives show at the highest dose activity change, negative = inhibition, usual class: inhibitors; Pol beta primer extension/strand displacement, fluorescence kinetic; AID 485314, 2010; 1.3% of 340,000 active; note: potency is the fitted concentration of half-maximal effect; % is set by controls: 0 for no effect and ±100 for the full control effect
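Curves were derived by four-parameter Hill fits of normalized qHTS data. The kinetic fluorescent primer-extension read was taken at 0 and 10 min after 50 nM substrate, following a 15 min room-temperature preincubation of 10 nM enzyme with compounds.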
The depositor's hits bear a star; i = inactive; ? = inconclusive; . = no result given; & = joins results of further samples; [ ] = remark or other dose. Unless noted, calls come from the whole dose curve; as a rule, active = well fitted curve in the direction sought with a large enough effect; inconclusive = small, poorly fitted or top-dose-only effect, or another doubt; inactive = no such curve, though single readings can be large; an effect the other way counts as inactive or inconclusive. Only part of the results is shown; count on the stated rates, not on these rows.

entry	canonical_smiles	ERG Ets-DNA blk	TRHR agonist	Anesthetic bind	Pol beta inh	Pol kappa inh	ALOX12 inh	BLM helicase inh	APE1 inh	POLI inh
1	COc1ccccc1CC1S/C(=N/N=C/c2ccco2)NC1=O (stereo not drawn)	-2%	0.0	-5%	8%	0%	-1%	-8%	-5%	8%
2	O=C(COC(=O)c1ccccn1)Nc1c(Cl)cccc1Cl	-1%	1.3	-23%	-5%	9%	-9%	1%	3%	-8%
3	CCOC(=O)c1c(C)[nH]c(C)c1C(=O)Cn1nnc(-c2ccccc2C)n1	0%	-0.1	-7%	-15%	-8%	0%	4%	2%	-2%
4	CC(=O)N1CCN(S(=O)(=O)c2cccc(C(=O)N(Cc3ccccc3)c3ccc(C)cc3)c2)CC1	-5%	-0.4	.	.	-10%	7%	.	53%[activator]	38%[activator]
5	O=C(Cc1ccc(-c2ccccc2)cc1)NCCS(=O)(=O)N1CCN(c2ccccc2F)CC1	3%	0.1	9%	-1%	-11%[60.1 µM]	-27%	-6%	.	7%
6	CC(C)n1nc(C(=O)Oc2ccc(Cl)cc2)c2ccccc2c1=O	0%	0.2	-13%	8%	-3%	-15%	-3%	6%	29%
7	COc1nnc(-c2ccc(C)cc2)c2ccccc12	-1%	-1.8	?	20%	-6%	2%	0%	11%	16%
8	Cc1nnc(SCC(=O)N2CCN(S(=O)(=O)c3ccc(Cl)cc3)CC2)n(N)c1=O	3%	0.2	-13%	-25%	0%	6%	1%	0%	-5%
9	COCCn1c(=O)c(-c2ccc(F)cc2)nc2cnc(OC)nc21	.	.	.	.	-4%[60.1 µM]	0%	1%	-5%	.
10	COc1ccc(-n2nc(C(=O)NCC(=O)N3CCCCC3)c3ccccc3c2=O)c(OC)c1	-16%	0.5	-16%	40%	-6%	?	2%	13%	-15%
11	CC(=O)NCCc1ccc(S(=O)(=O)N2CCCC2)cc1	6%	0.4	-6%	-1%	0%	0%	-3%	0%	-8%
12	COC(=O)C1=NN(C(C)=O)C2(CC(=O)N(c3cc(C)cc(C)c3)C2=O)C1 (stereo not drawn)	-5%	1.0	4%	107%	-4%	-25%	5%	3%	113%[activator]
13	O=C1C2C3CCCC3=C3CCCC3C2C(=O)N1c1ccc(Cl)cc1 (stereo not drawn)	-8%	0.1	?	-12%	-1%&-19%	1%	-6%	-1%	21%&-30%
14	COc1cc(COCC(O)CN2CCN(CCN3C(=O)c4cccc5cccc(c45)C3=O)CC2)cc(OC)c1OC (stereo not drawn)	4%	-1.6	-12%	-5%	1%	9%	101%[activator]	3%	-20%
15	CCN(C(=O)CCc1nnc2ccc(NCc3ccco3)nn12)c1ccccc1	15%	-0.3	-16%	?	-6%	-1%	0%	20%	0%
16	O=C(COC(=O)C12CC3CC(CC(Cl)(C3)C1)C2)Nc1ccccc1	4%	.	.	.	-13%	-14%	.	-16%	20%
17	O=C(CSCC(=O)N1CCCCC1)Nc1nc(-c2ccccc2)c(-c2ccccc2)s1	8%	0.0	2%	-10%	4%	35%[activator][57.4 µM]	-10%	-5%	-16%
18	S=C(NCCc1ccccn1)Nc1ccc(Cl)cc1Cl	4%	-0.6	-1%	28%	1%	?	-4%	20%	41%[activator]
19	CSCCC(NC(=O)c1ccccc1)C(=O)NNC(=O)c1csc(N2CCOCC2)n1 (stereo not drawn)	6%	0.3	-6%	28%	9%	77%[activator]	-5%	-9%	31%[activator]
20	Nc1nc(SCCOc2ccccc2)n[nH]1	10%	0.0	-6%	-28%	3%	-19%	3%	0%	7%
21	Cc1ccc(N2CCN(S(=O)(=O)N3CCOCC3)CC2)cc1C	-5%	0.3	-4%	24%	6%	7%	-1%	-1%	44%[activator]
22	CCCC(C(=O)NC1CCCC1)N(C(=O)Cn1nnc(-c2ccc(C)o2)n1)c1cccc(O)c1 (stereo not drawn)	-6%	-0.2	-16%	-19%	-8%	?	-5%	2%	0%
23	CC(C)C(=O)NC(c1cccs1)c1cc([N+](=O)[O-])c2cccnc2c1O (stereo not drawn)	-1%	-0.4	1%	-1%	-9%	.	?	26%	33%[activator]
24	Cc1ccc(/C=N/Nc2nc(N3CCOCC3)nc(N3CCOCC3)n2)o1	4%	0.2	1%	3%	-3%	-17%	-3%	1%	-6%
25	O=C(CSc1nnc(CNC(=O)c2c(F)cccc2F)o1)Nc1ccc2c(c1)OCCO2	-1%	0.3	-9%	39%	-10%	-41%	-1%	6%	21%
26	CC1(C)Cc2c(sc(NC(=O)c3ccc4ncsc4c3)c2C(N)=O)C(C)(C)N1	-2%	-0.5	-5%	3%	0%	-18%	?	-7%	58%[activator]
27	CCOc1ccc(-n2c(SCC(=O)Nc3ccc(F)cc3)nc3c([nH]c4ccccc43)c2=O)cc1	-4%	0.5	-4%	0%	-4%[60.1 µM]	-24%	-1%	.	-4%
28	COc1ccc(S(=O)(=O)NC2CCCCCC2)cc1C(N)=O	-2%	0.6	-5%	-15%	16%	0%	-5%	7%	51%
29	COc1ccc(NC(=O)CSc2nc(=O)n(CCN3CCOCC3)c3c2CCC3)c(OC)c1	-6%	-0.2	.	.	-2%	1%	.	-2%	22%
30	O=C(NCc1ccco1)c1ccc2c(c1)N(Cc1ccc(Cl)cc1)C(=O)c1ccccc1S2	-4%	0.9	4%	26%	-8%[60.1 µM]	?	-9%	.	?
31	COCC(C)n1c(C)cc(C(=O)Cn2c(=O)oc3ccccc32)c1C (stereo not drawn)	-1%	0.1	-13%	6%	-8%	0%	0%	0%	20%
32	CC(C)NC(=O)N1CCC2(CC1)CCN(C(=O)c1cc(C(F)(F)F)cc(C(F)(F)F)c1)CC2	.	.	.	.	-9%[60.1 µM]	?	4%	1%	.
33	COc1ccccc1N1CCN(C2CCCCC2NS(=O)(=O)c2ccccc2)CC1 (stereo not drawn)	-8%	0.3	-8%	-21%	-1%	0%	-5%	50%[activator]	-13%
34	O=C(c1ccc2ncsc2c1)N1CCN(c2cccc(C(F)(F)F)c2)CC1	4%	-0.4	.	.	-4%	-24%	.	4%	0%
35	COc1cccc(C2NC(=O)NC(C)=C2C(=O)OCC2CCCO2)c1 (stereo not drawn)	7%	0.3	-7%	8%	-6%	i	-2%	-3%	39%[activator]
36	CC1(C)Cc2c(cnn2-c2ccc(F)cc2)C(NC(=O)CCc2ccncc2)C1 (stereo not drawn)	-5%	1.3	-10%	-1%	5%	10%	-3%	11%	23%
37	CN(C(=O)c1cccc(NC(=O)C2CCCN(C(=O)OC(C)(C)C)C2)c1)C1CCCC1 (stereo not drawn)	-2%	.	.	.	-13%	-4%	.	-11%	30%[activator]
38	CCOc1ccc(NC(=S)N2CCC(c3nc4ccccc4[nH]3)CC2)cc1	-2%	-1.5	0%	2%	-1%	-14%	-1%	0%	36%[activator]
39	Cn1c(=O)n(C)c2cc(NS(=O)(=O)c3ccccc3)ccc21	-6%	0.8	-2%	18%	-4%	.	-2%	13%	24%
40	CC(C)C[C@H](NC(=O)C1CC(=O)N(c2ccc3c(c2)OCCO3)C1)C(=O)NC1CCCC1 (stereo partly drawn)	7%	-0.2	0%	94%	-5%	18%	0%	23%	8%
41	O=C(NN=C1c2ccccc2-c2ccccc21)c1ccccc1Br	8%	-1.1	?	0.28µM*	-4%	25%	-2%	0%	?
42	N#CCC(=O)NN=C1CCCCCCCCCCC1	1%	-2.5	-2%	16%	-5%	3%[57.4 µM]	-1%	2%	-15%
43	O=C(CSc1nnc(NC(=O)c2ccco2)s1)Nc1ccccc1Br	-2%	0.0	-9%	12%	3%	2%	0%	22%[12.4 µM]	112%[activator]
44	CCC(=O)N1CCc2cc(Br)cc(S(=O)(=O)Nc3c(C)n(C)n(-c4ccccc4)c3=O)c21	.	0.1	-3%	5%	.	.	-1%	0%	.
45	CCCC(=O)C1=C(c2ccccc2)C(C#N)(C#N)C(C#N)=C1N	7%	2.0	-20%	39%	-11%	?	-10%	5%	?
46	CCc1nnc(N/N=C/c2c(Cl)cccc2Cl)n1N	11%	-0.2	-11%	15%	-6%	14%	-1%	-5%	13µM*

Some of these compounds in order of SMILES length, ascending.
entry	canonical_smiles	ERG Ets-DNA blk	TRHR agonist	Anesthetic bind	Pol beta inh	Pol kappa inh	ALOX12 inh	BLM helicase inh	APE1 inh	POLI inh
41	O=C(NN=C1c2ccccc2-c2ccccc21)c1ccccc1Br	8%	-1.1	?	0.28µM*	-4%	25%	-2%	0%	?
35	COc1cccc(C2NC(=O)NC(C)=C2C(=O)OCC2CCCO2)c1 (stereo not drawn)	7%	0.3	-7%	8%	-6%	i	-2%	-3%	39%[activator]
31	COCC(C)n1c(C)cc(C(=O)Cn2c(=O)oc3ccccc32)c1C (stereo not drawn)	-1%	0.1	-13%	6%	-8%	0%	0%	0%	20%

Compound activity (PubChem BioAssay)
